bIAP act: intestinal alkaline phosphatase (bovine) activation. purified bovine IAP, CDP-star luminescence, 30 min; active compounds read high; fold of DMSO-control signal, blank-subtracted. activation factor at 20 µM. 0.17% of 200,000 active;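 active means activation factor of 2 or more at 20 µM, a signal rise over negative controls twice the positive control's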
PPARg SRC2 recr: agonists of SRC-2 recruitment by human PPARgamma. PPARgamma LBD-SRC-2 recruitment, biochemical. activation, % at 8 µM. AID 1032. 0.34% of 200,000 active. P37231; in the data active means activation above about 22%;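 further: 0% = vehicle and 100% = reference agonist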
Target sequence (P37231 whole entry, looked up, the tested form may be a part): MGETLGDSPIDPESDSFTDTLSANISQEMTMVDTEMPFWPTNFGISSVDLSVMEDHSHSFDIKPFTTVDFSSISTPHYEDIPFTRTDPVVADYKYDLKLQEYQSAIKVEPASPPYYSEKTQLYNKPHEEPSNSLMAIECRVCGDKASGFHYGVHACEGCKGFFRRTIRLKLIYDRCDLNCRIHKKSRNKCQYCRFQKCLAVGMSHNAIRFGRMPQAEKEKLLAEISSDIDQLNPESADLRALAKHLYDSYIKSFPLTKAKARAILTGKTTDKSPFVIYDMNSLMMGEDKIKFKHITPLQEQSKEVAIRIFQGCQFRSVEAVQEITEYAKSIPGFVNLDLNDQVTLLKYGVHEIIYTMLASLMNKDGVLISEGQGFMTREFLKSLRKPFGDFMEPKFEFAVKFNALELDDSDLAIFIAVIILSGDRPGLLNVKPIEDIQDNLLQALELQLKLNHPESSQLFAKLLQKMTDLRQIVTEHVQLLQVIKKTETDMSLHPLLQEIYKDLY
SRC2 TRFRET art: TR-FRET artefact, counter-screen to PPARgamma/SRC-2 agonist assay; TR-FRET ratio at 8 µM; active compounds read high; 0.4% of 200,000 active; in the data active means TR-FRET ratio above about 2000; further: inactives centre near 1500
STAT1 blocker: reduces IFN-gamma driven STAT1 reporter signal | NIH 3T3 STAT1-luciferase reporter, luminescence | inhibition, % at 5.5 µM | 0.35% of 200,000 active | AID 920;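 active means inhibition above a set limit, the mean inhibition across all tested compounds plus 3 SD, cut at about 34% in these data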;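 further: 0% = IFN-gamma with DMSO and 100% = IFN-gamma with 300 µM nifuroxazide; values of inactives mirror those of a sister screen read the other way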
STAT3 activator: increases IL-6 driven STAT3 reporter signal | 0.91% of 190,000 active | activation (% of control), % at 5.6 µM | U3A cells, IL-6 STAT3-luciferase reporter, luminescence; 100% = signal with IL-6 EC80 alone | AID 871;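 active means activation above the screen-wide mean of compound activation plus 3 SD, cut at about 130% in these data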;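 further: 0% = background luminescence of wells with medium and substrate only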
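Test system: Human STAT1-deficient U3A cells with stable STAT3-luciferase reporter | Also added: Interleukin-6, 33 ng/mL | Timing: Compound pre-incubation 1 h before IL-6, then 6 h stimulation at 37 °C | Technique: Luciferase reporter luminescence | Read-out: Percent of IL-6-only median luminescence | Benchmarks: IL-6-only wells as 100% reference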
STAT3 inh: inhibitors of IL-6 induced STAT3 signaling; U3A cells, IL-6 STAT3-luciferase reporter, luminescence; host cell line lacks STAT1; inhibition, % at 5.5 µM; 0.89% of 190,000 active;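 active means inhibition above the mean inhibition across all screened compounds plus 3 SD, cut at about 44% in these data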;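 further: 0% = DMSO only wells and 100% = 100 µM nifuroxazide control wells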
TNAP act hiacc: TNAP (human) activation, high acceptor; P05186; purified TNAP, CDP-star luminescence, 1 M DEA, 30 min; active compounds read high; 0 = EDTA background, 1 = DMSO-only activity; activation factor at 20 µM; 200,000 tested, under 10 active; AID 1136;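 active means activation factor at least 2 at 20 µM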
Target sequence (P05186 whole entry, looked up): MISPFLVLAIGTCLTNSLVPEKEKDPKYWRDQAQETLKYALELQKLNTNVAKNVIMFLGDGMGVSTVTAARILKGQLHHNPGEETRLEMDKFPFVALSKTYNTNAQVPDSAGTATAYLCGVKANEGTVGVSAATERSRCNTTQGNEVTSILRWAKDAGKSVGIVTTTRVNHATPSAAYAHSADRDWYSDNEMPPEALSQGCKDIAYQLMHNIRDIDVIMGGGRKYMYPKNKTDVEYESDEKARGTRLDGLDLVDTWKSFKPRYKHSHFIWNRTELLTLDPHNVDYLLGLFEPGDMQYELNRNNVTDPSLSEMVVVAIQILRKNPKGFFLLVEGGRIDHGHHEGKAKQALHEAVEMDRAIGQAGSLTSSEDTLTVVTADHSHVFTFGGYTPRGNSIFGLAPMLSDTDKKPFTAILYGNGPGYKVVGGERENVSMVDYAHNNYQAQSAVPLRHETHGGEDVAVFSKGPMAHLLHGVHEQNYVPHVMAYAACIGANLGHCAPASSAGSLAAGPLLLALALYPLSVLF
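Control set: EDTA negative control, DMSO positive control / Assay system: human TNAP / Quantity: TNAP 1/800 final / Evaluation: TNAP activation factor scaled between EDTA and DMSO control wells / Measured by: luminescent substrate turnover signal / Compound dosing: one dose, 20 µM / Times: 30 min enzyme reaction at room temperature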
PPARg SRC-3 ag: PPARgamma-driven SRC-3 recruitment agonism; P37231; biochemical PPARgamma/SRC-3 coactivator recruitment assay; activation, % at 8 µM; 0.26% of 200,000 active; AID 731; in the data active means activation above about 23%;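 further: 0% = DMSO and 100% = reference agonist; some compounds past the cut are filed as inactive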
ROMK mod: human ROMK K+ channel modulation, primary screen; 2% of 130,000 active; AID 1918; P48048; Tet-inducible ROMK, thallium flux fluorescence; actives lie on both sides; B-score at 10 µM;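 active means signal ratio slope over the read window, or its plate-corrected B-score, at least 3 SD from the plate mean, either direction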;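 further: B-score of the F/F0 ratio slope over 7 to 12 s after thallium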
PPARg SRC1 recr: PPARgamma-driven SRC-1 recruitment agonism; PPARgamma-SRC-1 coactivator recruitment biochemical assay; activation, % at 8 µM; 0.41% of 200,000 active; AID 631; in the data active means activation above about 19%;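 further: 0% = DMSO and 100% = reference agonist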
bIAP inhibitor: intestinal alkaline phosphatase (bovine) inhibition. purified bovine IAP, CDP-star luminescence, 30 min. inhibition, % at 20 µM. AID 1019. 190,000 tested, under 10 active;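 active means over 50% inhibition of intestinal alkaline phosphatase at 20 µM in the single-dose screen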
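System: purified bovine intestinal alkaline phosphatase (IAP) enzyme; Input: IAP diluted 1/65,000,000 in the well; Measured by: CDP-star luminescence signal; Compound dosing: 20 µM single dose; Incubation: 30 min reaction at room temperature.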
The depositor's hits bear a star; . = not tested or not shown.

1: O=C(OC(C(=O)NCc1cccs1)c1ccc(F)cc1)c1ccco1 (centres undefined)
2: COc1ccccc1C(=O)Nc1ccc2oc(-c3ccc(F)cc3)nc2c1
3: COc1ccccc1C(=O)Nc1cccc(-c2cn3ccsc3n2)c1
4: COc1ccccc1OCc1nnc(SCCN2CCOCC2)o1
5: O=C(/C=C/c1ccccc1)Nc1nnc(-c2ccco2)o1
assay / compound	1	2	3	4	5
bIAP act	0.9	0.9	0.9	1	1
PPARg SRC2 recr	3	8	6	3	-4
SRC2 TRFRET art	1634	1604	1580	1492	1369
STAT1 blocker	2	-9	-10	13	4
STAT3 activator	99	113	85	103	102
STAT3 inh	7	-12	21	0	7
TNAP act hiacc	1	1	1	1	1
PPARg SRC-3 ag	7	0	28*	1	-1
ROMK mod	0.024	.	.	-0.65	-0.025
PPARg SRC1 recr	0	15	3	4	5
bIAP inhibitor	12	7	7	2	-2

6: CC(=O)Nc1ncc(Cc2cccc(Cl)c2)s1
7: O=C(CSc1nnc(COc2ccccc2Cl)o1)NC(=O)NC1CCCC1
8: CCOC(=O)c1cnn(CCOC(=O)c2ccc(OC)cc2)c1NC(=O)c1ccc(OC)cc1
9: CN(Cc1ccccc1)C(=O)CSc1nnc(-c2ccco2)n1-c1ccccc1
10: Cc1cccc2sc(NNC(=O)C3=COCCO3)nc12
assay / compound	6	7	8	9	10
bIAP act	0.9	0.9	1	1	1.5
PPARg SRC2 recr	-3	2	-1	13	10
SRC2 TRFRET art	1417	1606	1639	1640	1629
STAT1 blocker	-3	-7	2	4	-2
STAT3 activator	96	95	108	101	103
STAT3 inh	11	11	-13	4	6
TNAP act hiacc	1	1	1	1.1	1.1
PPARg SRC-3 ag	3	8	0	4	8
ROMK mod	2.1	.	-0.22	.	0.26
PPARg SRC1 recr	-3	2	-3	3	3
bIAP inhibitor	14	9	2	-4	-54

11: O=C(CSc1ccc(-c2ccccn2)nn1)N1CCc2ccccc21
12: CCOC(=O)c1cc2c(c(CSc3nc4ccccc4c(=O)n3Cc3ccco3)c1)OCOC2
13: CCc1ccc(S(=O)(=O)NCCc2csc(-c3ccccc3)n2)s1
14: CCOc1cc([N+](=O)[O-])cc(/C=C2/NC(=O)N(Cc3ccccc3F)C2=O)c1O
15: O=C(NC(=S)Nc1ccc(F)cc1)c1ccc2c(c1)OCCO2
assay / compound	11	12	13	14	15
bIAP act	0.9	0.9	0.1	1	1
PPARg SRC2 recr	0	-11	16	0	2
SRC2 TRFRET art	1371	1425	1724	1532	1299
STAT1 blocker	-7	5	-3	5	-59
STAT3 activator	101	106	87	95	84
STAT3 inh	-2	-5	16	11	24
TNAP act hiacc	1	1	1.1	0.9	1
PPARg SRC-3 ag	-1	3	7	8	5
ROMK mod	0.37	.	-3.4*	.	-2.2
PPARg SRC1 recr	-5	6	7	12	-6
bIAP inhibitor	8	10	.	0	-4

16: COC(=O)CCc1nc2cc(Cl)ccc2n(Cc2ccccc2)c1=O
17: Cc1ccc(C(=O)CCC(=O)Nc2cccc(C(F)(F)F)c2)cc1
18: CC1=C(C(=O)OCc2ccccc2)C(c2ccc(N(C)C)cc2)NC(=O)N1 (centres undefined)
19: Cc1ccc(/C=N/Nc2nc(N3CCCCC3)nc(N3CCCCC3)n2)o1
20: Cc1ccc(S(=O)(=O)N(C)C)cc1NC(=O)C(C)Sc1ccccc1 (centres undefined)
assay / compound	16	17	18	19	20
bIAP act	1.1	1	2.8*	1.2	1
PPARg SRC2 recr	-4	14	8	-1	0
SRC2 TRFRET art	1641	1480	1504	1547	1512
STAT1 blocker	6	0	9	-1	-1
STAT3 activator	92	94	94	93	103
STAT3 inh	15	16	9	12	5
TNAP act hiacc	1	1	1.1	1	1
PPARg SRC-3 ag	-4	7	-2	1	3
ROMK mod	-0.26	.	-0.19	-1.7	0.1
PPARg SRC1 recr	5	6	5	-2	2
bIAP inhibitor	-8	-1	-184	-20	-4

Shown in markdown: part of the list above.
| cpd | SMILES | bIAP act | PPARg SRC2 recr | SRC2 TRFRET art | STAT1 blocker | STAT3 activator | STAT3 inh | TNAP act hiacc | PPARg SRC-3 ag | ROMK mod | PPARg SRC1 recr | bIAP inhibitor |
| --- | --- | --- | --- | --- | --- | --- | --- | --- | --- | --- | --- | --- |
| 8 | CCOC(=O)c1cnn(CCOC(=O)c2ccc(OC)cc2)c1NC(=O)c1ccc(OC)cc1 | 1 | -1 | 1639 | 2 | 108 | -13 | 1 | 0 | -0.22 | -3 | 2 |
| 9 | CN(Cc1ccccc1)C(=O)CSc1nnc(-c2ccco2)n1-c1ccccc1 | 1 | 13 | 1640 | 4 | 101 | 4 | 1.1 | 4 | . | 3 | -4 |
| 10 | Cc1cccc2sc(NNC(=O)C3=COCCO3)nc12 | 1.5 | 10 | 1629 | -2 | 103 | 6 | 1.1 | 8 | 0.26 | 3 | -54 |
| 11 | O=C(CSc1ccc(-c2ccccn2)nn1)N1CCc2ccccc21 | 0.9 | 0 | 1371 | -7 | 101 | -2 | 1 | -1 | 0.37 | -5 | 8 |
| 12 | CCOC(=O)c1cc2c(c(CSc3nc4ccccc4c(=O)n3Cc3ccco3)c1)OCOC2 | 0.9 | -11 | 1425 | 5 | 106 | -5 | 1 | 3 | . | 6 | 10 |
| 13 | CCc1ccc(S(=O)(=O)NCCc2csc(-c3ccccc3)n2)s1 | 0.1 | 16 | 1724 | -3 | 87 | 16 | 1.1 | 7 | -3.4* | 7 | . |
| 14 | CCOc1cc([N+](=O)[O-])cc(/C=C2/NC(=O)N(Cc3ccccc3F)C2=O)c1O | 1 | 0 | 1532 | 5 | 95 | 11 | 0.9 | 8 | . | 12 | 0 |
| 15 | O=C(NC(=S)Nc1ccc(F)cc1)c1ccc2c(c1)OCCO2 | 1 | 2 | 1299 | -59 | 84 | 24 | 1 | 5 | -2.2 | -6 | -4 |
| 16 | COC(=O)CCc1nc2cc(Cl)ccc2n(Cc2ccccc2)c1=O | 1.1 | -4 | 1641 | 6 | 92 | 15 | 1 | -4 | -0.26 | 5 | -8 |
| 17 | Cc1ccc(C(=O)CCC(=O)Nc2cccc(C(F)(F)F)c2)cc1 | 1 | 14 | 1480 | 0 | 94 | 16 | 1 | 7 | . | 6 | -1 |

The results go on:
21: C[N+]1(CC(=O)OCCCc2ccccc2)CCCC1
22: C=CCn1c(=NC(=O)c2sc3ccccc3c2Cl)sc2cc(S(N)(=O)=O)ccc21
23: CN(C)/C=N/c1c(C#N)cnn1-c1ccc(C(F)(F)F)cn1
24: CCN1C/C(=C/c2cccc([N+](=O)[O-])c2)C(=O)/C(=C/c2cccc([N+](=O)[O-])c2)C1
25: CC(C)NC(=O)NC1C2CC3CC(C2)CC1C3 (centres undefined)
assay / compound	21	22	23	24	25
bIAP act	1	1	0.9	1	0.8
PPARg SRC2 recr	1	0	12	0	6
SRC2 TRFRET art	1605	1613	1645	1293	1420
STAT1 blocker	2	-4	-1	-2	-4
STAT3 activator	106	101	93	109	100
STAT3 inh	-4	-4	13	-2	5
TNAP act hiacc	1	1	1.1	1.1	1
PPARg SRC-3 ag	2	1	0	2	9
ROMK mod	.	-0.2	.	0.1	.
PPARg SRC1 recr	6	6	0	1	1
bIAP inhibitor	0	1	7	2	18

26: Cc1nnc(SCC(=O)N2c3ccccc3CC2C)s1 (centres undefined)
27: CCCn1c(C)cc(C(=O)COC(=O)CN=C2NS(=O)(=O)c3ccccc32)c1C
28: Cc1ccc(NC(=O)NNc2cccc(Cl)n2)cc1
29: O=C(/C=C/c1ccco1)NC(=S)Nc1ccccn1
30: CNC(=S)N1CCC(NC(=O)C23CC4CC(CC(C4)C2)C3)CC1
assay / compound	26	27	28	29	30
bIAP act	0.9	1	1	1	1
PPARg SRC2 recr	7	12	1	5	3
SRC2 TRFRET art	1520	1670	1377	1637	1671
STAT1 blocker	-8	4	0	-20	0
STAT3 activator	110	95	107	104	96
STAT3 inh	-9	4	-8	-5	8
TNAP act hiacc	1	1	1	1	1.1
PPARg SRC-3 ag	3	3	1	-3	4
ROMK mod	.	-0.51	.	-0.014	0.41
PPARg SRC1 recr	4	5	-6	1	-1
bIAP inhibitor	11	1	3	-3	-1

31: COCCn1c(SCC(=O)Nc2cc(C(C)(C)C)nn2-c2ccccc2)nc2ccccc2c1=O
32: COc1nccnc1NS(=O)(=O)c1ccc(N/C=C2\CCCCC2=O)cc1
33: Cc1ccc(/C=N/NC(=O)c2ccc(Br)o2)s1
34: CN(C)CCCN1C(=O)c2oc3ccc(Cl)cc3c(=O)c2C1c1cccnc1 (centres undefined)
35: O=C(Nn1c(-c2ccccc2)nc2ccccc2c1=O)c1cccs1
assay / compound	31	32	33	34	35
bIAP act	0.9	1.1	1	1	1.2
PPARg SRC2 recr	0	7	8	6	-3
SRC2 TRFRET art	1535	1944	1560	1393	1454
STAT1 blocker	0	-6	-9	-5	0
STAT3 activator	94	104	109	94	99
STAT3 inh	6	3	-14	13	5
TNAP act hiacc	1	1.1	1	1	1
PPARg SRC-3 ag	3	-2	4	-2	-2
ROMK mod	1.4	0.75	0.61	.	0.74
PPARg SRC1 recr	-4	2	11	-5	0
bIAP inhibitor	6	-14	3	-3	-16

36: O=C(N/C=C/n1cnc2cc(C(F)(F)F)ccc21)c1ccccc1F
37: Cc1sc2nc(CN3CCCC3)nc(NCc3ccncc3)c2c1C
38: CC(=O)c1ccc(NC(=O)Nc2cccc(Cl)c2)cc1
39: Cc1ccc(S(=O)(=O)N2CCN(C3CCC(c4ccccc4)CC3)CC2)cc1 (centres undefined)
40: CN(CC(=O)Nc1ccc(OC(F)(F)F)cc1)C1CCCCC1
41: Cc1c(CCOC(=O)C23CC4CC(CC(C4)C2)C3)sc[n+]1CC#N
42: O=c1cc(Nc2ccc3c(c2)OCCO3)[nH]c(=O)n1-c1ccc(Br)cc1
43: COc1cc(C(C#N)N2N=C(c3ccccc3)CC2c2ccccc2)ccc1O (centres undefined)
assay / compound	36	37	38	39	40	41	42	43
bIAP act	0.9	1.3	0.6	1	0.9	0.7	0.1	1
PPARg SRC2 recr	6	1	2	-9	4	-1	3	5
SRC2 TRFRET art	1716	1644	1452	1474	1593	1605	1437	1904
STAT1 blocker	-1	6	-21	-4	-7	4	0	-25
STAT3 activator	97	105	93	106	96	116	93	122
STAT3 inh	12	2	14	0	10	-6	10	-13
TNAP act hiacc	1.1	1	1.1	1	1.1	1	1	1
PPARg SRC-3 ag	3	5	-6	3	0	1	6	9
ROMK mod	-0.013	0.25	0.081	.	-0.22	-0.83	0.99	.
PPARg SRC1 recr	8	10	4	4	3	-5	3	-4
bIAP inhibitor	5	-34	38	1	11	34	.	1
